# Source: PubChem BioAssay
# VIM-2 inh: blocks Pseudomonas aeruginosa VIM-2 metallo-beta-lactamase; purified VIM-2, nitrocefin hydrolysis, epi-absorbance fluorescence; inhibition, % at 5.6 µM; actives 0.89% (n = 290,000);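 active means inhibition above the mean of all tested compounds plus 3 SD, cutoff set per screening run, cut at about 7.5% in these data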;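 further: red hydrolysis product quenches plate fluorescence so inhibitors raise well fluorescence; 0% = enzyme with DMSO and 100% = DMSO without enzyme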
# IMP-1 inhibitor: inhibitors of Pseudomonas aeruginosa IMP-1 metallo-beta-lactamase. purified IMP-1, nitrocefin hydrolysis, epi-absorbance fluorescence. inhibition, % at 5.6 µM. actives 0.45% (n = 290,000). AID 1556;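 active means inhibition above the mean plus 3 SD of all compounds in the same screening run, cut at about 4.5% in these data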;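 further: 0% = IMP-1 with DMSO and 100% = DMSO wells lacking enzyme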
#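 System: purified IMP-1; amount: IMP-1 0.2 nM before substrate addition; compound: single dose, 5.6 µM; times: 25 °C, 15 min preincubation, 25 min reaction; signal: Epi-absorbance via hydrolysed-nitrocefin quenching of white-plate fluorescence, 480/530 nm, EDTA stop; benchmarks: DMSO with and without IMP-1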
# NS3 helicase inh: HCV NS3 helicase inhibition | inhibition, % at 10.9 µM | AID 1800 | NS3 helicase DNA unwinding, Cy5 molecular beacon fluorescence | actives 0.56% (n = 290,000);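 active means inhibition above the mean of all tested compounds plus 3 SD, set per campaign, cut at about 35% in these data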;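 further: 0% = DMSO wells and 100% = thioflavine S control wells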
#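 System: Hepatitis C virus NS3 helicase domain fragment enzyme | Reagent: Annealed dual-labelled DNA beacon duplex, ATP-started | Compound dosing: 10.9 µM single point, 0.8% DMSO | Incubation: 1 h reaction at 25 °C, ATP-initiated | Technique: Cy5 fluorescence | Evaluation: Percent inhibition from t60/t0 fluorescence ratio | Benchmarks: Low DMSO, high thioflavine S at 110 µM | Replication: Singlicate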
# SUMO HTRF inh: inhibitors of human SUMOylation (UBC9); P63279; HTRF SUMOylation assay, SAE1/SAE2 + UBC9, in vitro; inhibition, % at 35 µM; actives 0.36% (n = 290,000); in the data active means inhibition above about 50%, passing the limit was not always enough; further: strong numbers were not always called active
# Target sequence (P63279 whole entry, looked up): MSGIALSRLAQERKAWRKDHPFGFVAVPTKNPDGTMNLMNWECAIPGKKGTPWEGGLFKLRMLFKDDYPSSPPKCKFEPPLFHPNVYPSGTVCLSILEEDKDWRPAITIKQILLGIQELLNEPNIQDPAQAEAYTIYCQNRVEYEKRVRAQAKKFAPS
# MEKK2mut PB1 HTS: signal of MEK5 binding to mutant human MEKK2 PB1 domain. bead flow cytometry, Alexa488-MEK5 binding to MEKK2 mutant. percent response, % at 10 µM. actives 0.35% (n = 290,000); in the data active means percent response above about 24%, passing the limit was not always enough; further: inactives centre near 1; some results filed as inactive read as strong as hits
# NALP1 inh: inhibitors of NALP1 inflammasome in yeast; AID 2071; S. cerevisiae NALP1/ASC/caspase-1 growth, X-gal OD620, 72 h; inhibition, % at 10 µM; actives 0.61% (n = 280,000); in the data active means inhibition mostly above about 24%, no sharp cut-off; inactive means mostly below about 32%; further: some compounds called inactive have numbers as strong as hits
# DNA FID counter: counter-screen for HCV NS3 helicase inhibitors: DNA intercalator displacement; DNA fluorescent intercalator displacement, fluorescence; inhibition, % at 7.9 µM; actives 0.17% (n = 290,000); AID 1845; in the data active means inhibition above about 37%;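 further: 0% = vehicle and 100% = reference compound; higher means more ethidium bromide displaced from hairpin DNA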
# MEKK2 WT-MEK5: raises or lowers MEK5 binding to wildtype human MEKK2 PB1 domain; actives 1.1% (n = 290,000); binding response (% of control), % at 10 µM; AID 1531; Q9Y2U5; bead flow cytometry, Alexa488-MEK5 binding to MEKK2 WT; actives lie on both sides; in the data active means binding response below about 67% or above about 130%
# M18AAP inhibitor: blocks P. falciparum M18 aspartyl aminopeptidase; inhibition, % at 7.35 µM; actives 1.2% (n = 290,000); AID 1822; recombinant PfM18AAP, H-Glu-NHMec fluorogenic cleavage;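 active means inhibition above the campaign mean inhibition over all tested compounds plus 3 SD, cut at about 28% in these data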;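 further: 0% = plate median of test compound wells and 100% = 2 mM ZnCl2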
# The depositor's hits bear a star; · = no result given. Hits appear at their usual frequency; any-hit rate near 4.7%.
SMILES,VIM-2 inh,IMP-1 inhibitor,NS3 helicase inh,SUMO HTRF inh,MEKK2mut PB1 HTS,NALP1 inh,DNA FID counter,MEKK2 WT-MEK5,M18AAP inhibitor
CCCSc1nc2cc(S(=O)(=O)N3CCOCC3)ccc2n1CC,-1.5,-2.0,-11,1,3,11,-33,107,1
CCOC(=O)c1ccc(N2Cc3ccccc3C2)cc1O,-0.5,1.4,8,29,0,2,-4,98,6
COc1ccc(CNC(=O)CN2CCC(NC(=O)c3ccc(OC)cc3)CC2)cc1,-1.1,-1.2,-4,2,-1,15,-6,104,1
Cc1cc(C(=O)COC(=O)Cn2cnc3c2c(=O)n(C)c(=O)n3C)c(C)n1C,-1.6,3.0,-1,6,-4,10,4,96,-17
O=C(NC1CCC1)C1CCC(=O)N(Cc2ccccc2F)C1 (centres undefined),-1.6,-0.1,7,-6,-5,35,-2,87,4
O=c1[nH]nc(SCc2ccccc2Cl)n1-c1ccc2c(c1)OCCO2,-1.5,-1.8,-1,5,4,10,-13,101,0
CC(=O)Nc1ccc2sccc2c1,-0.9,-2.3,2,13,-3,0,4,93,-8
CCOC(=O)C(C)Sc1ncnc2c1nnn2-c1ccc(F)cc1 (centres undefined),2.5,0.8,3,3,9,0,-8,102,-3
CC1CCc2[nH]c3ccc(C(=O)Nc4ccc(C(=O)N(C)C)cc4)cc3c2C1 (centres undefined),1.7,-0.6,3,2,-3,14,-38,104,3
Cc1ccc(S(=O)(=O)c2nc(S(=O)(=O)c3ccccc3)sc2N2CCN(CCO)CC2)cc1,-2.1,-2.1,-13,10,6,1,0,110,-3
S=C(NCCc1ccccc1)N1CCN(Cc2ccccc2)CC1,-2.1,-0.6,-31,0,2,23,18,105,7
COC(=O)c1c(N2C(=O)[C@H]3[C@@H](C2=O)[C@]2(C(=O)Nc4c(C)cccc42)N2CCC[C@@H]32)sc(C)c1C,-1.9,-1.0,11,3,1,8,-46,102,-1
CCC(Sc1nnnn1-c1ccccc1)C(=O)Nc1nc2ccccc2s1 (centres undefined),-2.0,-3.0,-12,-7,4,-10,-21,96,-4
O=C(NCCN=C1NS(=O)(=O)c2ccccc21)c1ccccc1,-1.7,-1.0,5,1,-2,9,-5,99,2
O=S1(=O)N=C(N(CCO)/N=C/c2ccc(Cl)cc2)c2ccccc21,1.3,-0.7,-1,13,-2,18,-26,100,-1
C/C=C(\C)CN1CCCC(CO)(Cc2ccccc2)C1 (centres undefined),-0.9,-4.4,4,-8,-8,-4,0,96,-14
O=C(c1ccc(S(=O)(=O)c2cccc(Cl)c2)c([N+](=O)[O-])c1)N1CCN(Cc2ccccc2)CC1,-1.8,-3.2,-21,-29,0,17,-10,111,-2
CC1CCC2=NN(C(=O)c3ccco3)C(O)(C(F)(F)F)C2C1 (centres undefined),-0.3,-1.7,2,10,-10,1,-6,89,-10
O=C(CNC(=O)Cc1ccccc1)NCC(=O)OCC(=O)c1ccc(Cl)cc1,0.9,0.5,4,6,4,24,-5,98,3
O=C(NC1CCCCCC1)C1CCCN(S(=O)(=O)c2cccs2)C1 (centres undefined),-0.2,-2.4,0,8,8,9,-2,114,-1
Cc1ccc2nsnc2c1NC(=O)Cc1ccc(Cl)cc1,-0.3,-3.2,0,14,-11,0,4,86,0
Cc1ccc2c(cnn2C(=O)CCCC(=O)NCc2cccc(F)c2)c1,-4.0,-4.0,-2,0,2,10,-26,100,3
Cc1ccc(S(=O)(=O)NCc2ccccc2)cc1C(=O)N(C)Cc1ccccc1F,-1.4,0.0,-8,12,2,18,-40,106,-8
Cc1ccccc1Nc1nnc(C)c(=O)n1N,1.7,1.1,16,10,1,16,-8,100,9
c1ccc2c(CCNc3ncnc4nc[nH]c34)cccc2c1,-3.5,-3.4,-8,27,4,-24,-9,109,0

# Arranged by molecular weight (smallest number first): some entries from above.
SMILES,VIM-2 inh,IMP-1 inhibitor,NS3 helicase inh,SUMO HTRF inh,MEKK2mut PB1 HTS,NALP1 inh,DNA FID counter,MEKK2 WT-MEK5,M18AAP inhibitor
CCOC(=O)C(C)Sc1ncnc2c1nnn2-c1ccc(F)cc1 (centres undefined),2.5,0.8,3,3,9,0,-8,102,-3
O=C(NC1CCCCCC1)C1CCCN(S(=O)(=O)c2cccs2)C1 (centres undefined),-0.2,-2.4,0,8,8,9,-2,114,-1
CCC(Sc1nnnn1-c1ccccc1)C(=O)Nc1nc2ccccc2s1 (centres undefined),-2.0,-3.0,-12,-7,4,-10,-21,96,-4

# (more compounds)
SMILES,VIM-2 inh,IMP-1 inhibitor,NS3 helicase inh,SUMO HTRF inh,MEKK2mut PB1 HTS,NALP1 inh,DNA FID counter,MEKK2 WT-MEK5,M18AAP inhibitor
COc1ccc(C2CC(c3ccccc3)=NN2C(=O)c2cccs2)cc1 (centres undefined),-0.3,1.6,5,14,0,15,-9,96,1
COC(=O)c1ccc2ccccc2c1OC1OC(CO)C(O)C(O)C1NC(C)=O (centres undefined),-2.5,-0.2,0,0,8,8,1,112,-2
Cc1ccc(NC(=O)CN(C)C(=O)Cc2c(Cl)cccc2Cl)cc1,-1.3,-1.7,-4,4,1,8,-30,95,3
CC(=O)c1cc2c(cc1NC(=O)CSc1nnc(C)s1)OCO2,1.2,2.6,-4,1,4,17,-4,101,6
Cc1ccc(S(=O)(=O)N(CC(=O)NCCSc2ccccn2)c2ccccc2F)cc1,-4.2,-2.3,-3,-14,4,10,-44,102,3
CC1(C)CC(=O)C(N=Nc2cccnc2)=C(O)C1,-0.9,-2.0,-1,19,2,·,1,106,-10
Fc1ccc(-c2nc3nc4ccccc4nc3n2Cc2ccco2)cc1,0.0,-4.1,17,11,2,-4,-5,100,-37
Cc1ccc(NC(=O)C(=O)c2cn(CC(=O)N3CCCCC3)c3ccccc23)cc1,-3.5,-3.8,3,-6,11,25,-4,126,-8
Cc1cc(N2CCCC2=O)ccc1S(=O)(=O)N1CCOCC1,-2.9,-4.5,1,17,-4,17,4,94,2
CCOC(=O)N1CCN(CCC(=O)Nc2ccc(OC(F)(F)F)cc2)CC1,-2.9,-0.5,-17,10,2,-9,2,106,5
O=C(Cc1ncc(C(F)(F)F)cc1Cl)N1CCN(c2ccc(F)cc2)CC1,-1.9,-3.6,-1,14,-4,·,-23,96,-3
CCc1nc2ccccc2c(C(=O)OCC(=O)Nc2cccc(S(=O)(=O)N3CCOCC3)c2)c1C,-0.3,-1.0,-23,-26,6,1,-13,114,3
Cc1ccc(S(=O)(=O)N2CCOC2CNC(=O)C(=O)NCCN(C)C)cc1 (centres undefined),-2.5,-0.9,-15,-16,4,15,3,105,1
Cc1ccsc1/C=N/NC(=O)c1cccnc1,-3.9,-3.0,-32,9,-6,-44,-6,99,0
Cn1c(=O)cc(OCCCC(=O)N2CCCCC2)c2ccccc21,-1.0,-7.8,1,-16,3,6,-24,105,1
CSc1nc2ccccc2cc1/C=C(\C#N)c1cccc(Cl)c1,-4.1,-1.7,5,-1,-6,26,0,95,1
CCCCN(C)C(=O)c1ccc(CS(=O)(=O)c2ccccc2C)o1,-4.5,-3.8,-1,-25,2,10,-18,103,5
O=C(O[C@@H]1OC2COC(=O)c3cc(O)c(O)c(O)c3-c3c(cc(O)c(O)c3O)C(=O)O[C@@H]([C@H]1O)[C@@H]2O)c1cc(O)c(O)c(O)c1,-0.9,8.8*,25,89*,-9,21,-12,78,62*
O=C(CSc1ccc(-c2ccco2)nn1)N1CCCCCC1,-1.2,-2.6,9,13,-2,-6,-10,99,-4
Cc1cc(C(=O)N/N=C/c2cc(Br)ccc2OC(=O)c2ccccc2)n[nH]1,1.0,-2.3,7,-7,·,25,0,·,1
O=C(CCCCCN1C(=O)c2ccccc2C1=O)Nc1ccc(S(=O)(=O)N2CCCCC2)cc1,-0.1,0.4,-7,11,-5,10,-18,90,2
COc1ccc(C(=O)Nc2ccc3[nH]c(-c4cccc(OC)c4)cc(=O)c3c2)cc1,-3.6,-4.2,5,11,-4,29,-7,98,-1
O=C(NCC1CCCCC1)c1ccc(F)cc1Cl,-2.8,-4.3,7,-7,10,-11,-9,102,-4
Cc1ccc(Cl)cc1N1CCN(S(=O)(=O)c2c(C)nc3scc(C)n3c2=O)CC1,-0.4,-2.3,2,-9,·,-2,-9,·,4
O=C(NCCOCc1ccccc1)C(c1ccccc1)c1ccccc1,-1.3,-3.0,2,-10,2,-6,-28,95,-4

# Look-ups from the list:
# MEKK2mut PB1 HTS, COc1ccc(C2CC(c3ccccc3)=NN2C(=O)c2cccs2)cc1 (centres undefined) reads 0
# MEKK2mut PB1 HTS, Cc1ccc(NC(=O)CN(C)C(=O)Cc2c(Cl)cccc2Cl)cc1 reads 1
# SUMO HTRF inh, Cc1cc(N2CCCC2=O)ccc1S(=O)(=O)N1CCOCC1 reads 17

# Part of the list above with just MEKK2 WT-MEK5, VIM-2 inh and NALP1 inh:
SMILES | MEKK2 WT-MEK5 | VIM-2 inh | NALP1 inh
Cn1c(=O)cc(OCCCC(=O)N2CCCCC2)c2ccccc21 | 105 | -1.0 | 6
CSc1nc2ccccc2cc1/C=C(\C#N)c1cccc(Cl)c1 | 95 | -4.1 | 26
CCCCN(C)C(=O)c1ccc(CS(=O)(=O)c2ccccc2C)o1 | 103 | -4.5 | 10

# (cont.)
SMILES,VIM-2 inh,IMP-1 inhibitor,NS3 helicase inh,SUMO HTRF inh,MEKK2mut PB1 HTS,NALP1 inh,DNA FID counter,MEKK2 WT-MEK5,M18AAP inhibitor
Cc1cccc(N2C(=O)N3[C@@H]4c5ccccc5OC[C@@H]4[C@@H](c4ccccc4)[C@]3(C)C2=O)c1,-1.7,-0.8,-19,12,3,13,-28,104,1
O=C(Cc1cccs1)Nc1nnc(SCC(=O)N2CCCCC2)s1,-3.3,-4.9,0,2,-3,7,-3,93,5
CCOC(=O)c1c(-c2ccccc2)oc2ccc(O)c(CN3CCN(C)CC3)c12,-0.6,-2.3,-77,4,-3,29,24,107,0
COc1cc(CNCCCO)ccc1OCC(=O)NC(C)(C)C,-1.4,-2.5,4,16,-4,-11,4,106,0
CCC(NC(=O)Cc1c(C)c2ccc(OC)c(C)c2oc1=O)C(=O)NC(Cc1ccc(Cl)cc1)C(=O)O (centres undefined),-5.7,-4.9,5,26,4,11,-13,99,1
COc1ccc(CCNC(=O)COC(=O)COc2ccc(C#N)cc2)cc1,-3.3,-2.7,3,-2,-1,1,0,98,2
CCN(CC)CCCN(C(C)=O)c1nc(-c2cc(OC)ccc2OC)cs1,-1.1,-1.9,-20,-9,-3,8,17,93,2
O=C(c1csc2ccccc12)N1CCN(c2ccc(Cl)c(Cl)c2)CC1,-1.4,-2.2,0,-12,-4,-2,0,97,4
